mIAP block – inhibitors of mouse IAP, primary screen, biochemical, luminescence, uHTS; hit rate 0.2% among 330,000; AID 2806, 2010; intestinal alkaline phosphatase [Mus musculus]; inhibition, % at 10 µM; purified mouse IAP, CDP-Star luminescence, 30 min;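 active = inhibition of at least 40% at 10 µM in the primary screen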;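 note: plate controls were DMSO with enzyme for no effect and no enzyme wells for full effect; values of inactives mirror those of a sister screen read the other way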
hIAP activ – human IAP activators, primary screen, biochemical, luminescence, uHTS; Intestinal-type alkaline phosphatase (Homo sapiens), P09923; purified human IAP, CDP-Star luminescence, 30 min; active compounds read high; 1 = vehicle-only enzyme, 0 = enzyme-free background; activation factor at 10 µM; hit rate 0.16% among 330,000;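 active = activation factor of the enzyme at least 2-fold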; note: the source names both 10 and 20 µM as test concentration; values of inactives mirror those of a sister screen read the other way
Target sequence (P09923 whole entry, looked up): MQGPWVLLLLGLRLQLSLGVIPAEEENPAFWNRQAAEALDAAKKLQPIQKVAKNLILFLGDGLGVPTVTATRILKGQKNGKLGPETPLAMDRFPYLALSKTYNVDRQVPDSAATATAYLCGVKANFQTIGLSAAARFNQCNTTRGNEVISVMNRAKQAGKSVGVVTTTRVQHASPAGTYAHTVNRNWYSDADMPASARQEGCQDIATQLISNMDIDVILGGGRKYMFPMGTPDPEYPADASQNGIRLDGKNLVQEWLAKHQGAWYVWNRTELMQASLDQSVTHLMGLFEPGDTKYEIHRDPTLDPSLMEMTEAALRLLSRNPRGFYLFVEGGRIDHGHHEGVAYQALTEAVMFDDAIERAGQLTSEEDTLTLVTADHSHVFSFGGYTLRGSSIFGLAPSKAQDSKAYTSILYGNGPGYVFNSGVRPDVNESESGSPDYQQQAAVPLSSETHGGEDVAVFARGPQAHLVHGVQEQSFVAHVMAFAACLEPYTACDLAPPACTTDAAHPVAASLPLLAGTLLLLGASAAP
beta cell repl – inducers of MIN6 beta-cell proliferation, primary screen, ATP luminescence, uHTS | MIN6 cells proliferation, ATPlite luminescence, 48 h; cells starved in 0.2% serum; 100% = growth in 10% serum | proliferation, % at 10 µM | hit rate 0.29% among 330,000;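 active = compounds whose signal lies at least 3.5 SD above the mean of all wells on their plate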;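 note: 0% = DMSO-treated cells in low-serum medium and 100% = 10% serum control; some compounds called inactive have numbers as strong as hits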
MPTP block – mitochondrial permeability transition pore inhibitors, primary screen, biochemical, isolated mouse mitochondria, absorbance; Ca2+ swelling absorbance, 30 min; inhibition, % at 10 µM; hit rate 1.4% among 360,000; AID 602449, 2012;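 active = inhibition of 50% or more, scaled per plate between neutral and stimulator controls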;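 note: 0% = DMSO wells given calcium and 100% = 1 mM EGTA wells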
APOBEC3A inh – APOBEC3A ssDNA deaminase inhibitors, primary screen, selectivity assay for APOBEC3G inhibitor project, biochemical, FAM/TAMRA oligo cleavage fluorescence | recombinant A3A, FAM/TAMRA ssDNA deamination fluorescence | inhibition, % at 20 µM | hit rate 0.41% among 330,000 | AID 493011, 2011;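 active = at least 40% inhibition at 20 µM here, with at most 30% in a related deaminase screen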;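 note: plate controls were A3A with DMSO for no effect and wells lacking A3A enzyme for full effect; some results filed as inactive read as strong as hits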
Target sequence (P31941 whole entry, looked up): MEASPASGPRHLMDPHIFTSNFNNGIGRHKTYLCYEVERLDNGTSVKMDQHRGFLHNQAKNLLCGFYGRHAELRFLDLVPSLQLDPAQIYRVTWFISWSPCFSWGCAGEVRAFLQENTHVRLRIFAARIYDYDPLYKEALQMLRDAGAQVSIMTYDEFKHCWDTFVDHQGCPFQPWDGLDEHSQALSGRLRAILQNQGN
ATG4B inh – ATG4B protease inhibitors, primary screen, biochemical, fluorescence, uHTS | hit rate 0.51% among 340,000 | ATG4B cleavage of LC3-PLA2, NBD-HPC fluorescence, 1 h | inhibition, % at 8.33 µM | Cysteine protease ATG4B (Homo sapiens), Q9Y4P1; in the data active = inhibition above about 40%
Target sequence (Q9Y4P1 whole entry, looked up): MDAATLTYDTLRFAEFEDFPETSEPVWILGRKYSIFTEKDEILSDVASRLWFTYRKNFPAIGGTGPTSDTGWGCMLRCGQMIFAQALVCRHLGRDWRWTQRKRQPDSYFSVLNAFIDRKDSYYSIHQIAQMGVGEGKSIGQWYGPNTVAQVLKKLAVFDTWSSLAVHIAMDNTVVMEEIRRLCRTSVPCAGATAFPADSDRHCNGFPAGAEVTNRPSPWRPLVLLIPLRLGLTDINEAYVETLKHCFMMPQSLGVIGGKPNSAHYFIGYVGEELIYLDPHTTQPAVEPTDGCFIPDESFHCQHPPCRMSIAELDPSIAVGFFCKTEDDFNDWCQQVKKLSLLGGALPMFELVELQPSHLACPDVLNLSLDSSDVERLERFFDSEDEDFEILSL
APOBEC3G inh – APOBEC3G DNA deaminase inhibitors, primary screen, biochemical, fluorescence, single-stranded DNA substrate, uHTS; DNA dC->dU-editing enzyme APOBEC-3G (Homo sapiens), Q9HC16; recombinant A3G, ssDNA deamination FAM/TAMRA fluorescence; inhibition, % at 20 µM; hit rate 0.28% among 330,000;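 active = inhibition of at least 40% at 20 µM, with no more than 30% in the related APOBEC3A deaminase screen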;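 note: plate controls were DMSO wells with A3G for no effect and wells lacking A3G enzyme for full effect; some compounds called inactive have numbers as strong as hits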
hIAP inh – human IAP inhibitors, primary screen, biochemical, luminescence, uHTS; hit rate 0.12% among 330,000; purified IAP, CDP-Star luminescence, 30 min; Intestinal-type alkaline phosphatase (Homo sapiens), P09923; inhibition, % at 10 µM;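 active = inhibition reaching a set limit with compound at 10 µM in the primary screen, cut at about 35% in these data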;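 note: plate controls were DMSO wells with enzyme for no effect and no-enzyme buffer wells for full effect; values of inactives mirror those of a sister screen read the other way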
mIAP activ – activators of mouse IAP, primary screen, biochemical, luminescence, uHTS. intestinal alkaline phosphatase [Mus musculus]. muIAP, CDP-Star luminescence, 30 min; active compounds read high; 1 = vehicle-only enzyme signal, 0 = enzyme-free wells. activation factor at 10 µM. hit rate 0.24% among 330,000;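 active = activation factor of at least 2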; note: the source names both 10 and 20 µM as test concentration; values of inactives mirror those of a sister screen read the other way
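Assay system: mouse IAP enzyme; reagent: chemiluminescent substrate CDP-Star; dosing: test compounds delivered from DMSO solution; schedule: 30 min at room temperature; measured by: luminescence from enzymatic CDP-Star hydrolysis; controls: DMSO-only wells and no-enzyme negative control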
* marks the source's active call; other numbers are inactive results; x = not tested or not shown.

SMILES	mIAP block	hIAP activ	beta cell repl	MPTP block	APOBEC3A inh	ATG4B inh	APOBEC3G inh	hIAP inh	mIAP activ
CC1=C(C(=O)OCC2CCCO2)C(c2ccccc2)C2=C(CC(C)(C)CC2=O)N1 (stereo not given)	5	1.1	-1	-0.4	-2	-1	-5	-14	0.95
Cc1ccc(O)c(N=CC2=C(O)c3ccccc3C2=O)c1	22	0.81	-3	3.9	0	-11	0	19	0.78
CC1CCCC(C)N1C(=O)CSc1nc(N)c(-c2ccccc2)c(=O)[nH]1 (stereo not given)	10	1.2	-3	0.6	-1	-3	-1	-20	0.91
COc1ccccc1C(=O)NCCSCc1c(F)cccc1Cl	-12	0.92	-4	0.1	-3	21	0	8	1.1
NC(=O)C1CCN(C(=O)c2ccc(CS(=O)(=O)c3c(Cl)cccc3Cl)o2)CC1	-4	0.96	-3	-2.8	-2	-2	-4	4	1
CC(C)n1c2ccccc2c2nnc(SCC(=O)OCN3C(=O)c4ccccc4C3=O)nc21	-4	0.92	1	1.7	-2	-3	-6	8	1
COC(=O)C1(C(F)(F)F)N=C(N(C)C)OC(N(C)C)=N1	4	1.2	-3	2.2	2	-7	-8	-17	0.96
CC(=O)NC1=NN(C(C)=O)C(c2cccc([N+](=O)[O-])c2)S1 (stereo not given)	6	0.98	5	1.5	-3	4	-4	2	0.94
COCCN(C(=O)COC(=O)c1cc2c(s1)CCCC2)c1c(N)n(Cc2ccccc2)c(=O)[nH]c1=O	-2	1.1	0	1.2	1	-5	-4	-6	1
FC(F)(F)c1ccccc1/C=N/N1CCN(Cc2ccccc2)CC1	3	0.98	2	2.4	-4	25	-9	2	0.97
O=C1c2ccccc2C(=O)N1CCC(c1ccccc1)c1ccco1 (stereo not given)	3	0.86	-3	0.0	-5	16	-5	14	0.97
CCCOC(=O)C(C)Sc1n[nH]c(=O)[nH]c1=O (stereo not given)	0	1.1	-5	0.7	0	-11	-3	-6	1
CC1CC(C)(C)CC2(C1)NC(=O)N(CC(=O)Nc1nccs1)C2=O (stereo not given)	4	1	3	-1.5	2	-9	-8	-2	0.96
CCOC(=O)C1CCCN(CC(O)COc2ccc(OC)cc2C(C)(C)C)C1 (stereo not given)	-6	1.2	-3	0.5	-1	11	-7	-19	1.1
NS(=O)(=O)c1cccc(NC(=O)COC(=O)CCC2CCCC2)c1	-1	1	3	0.0	-1	-9	-4	-5	1
COc1ccccc1C(=O)C1CCCN(C(=O)CCn2cnnn2)C1 (stereo not given)	-2	1	-2	1.5	2	13	-4	0	1
CCN(CC)C(=O)Oc1cc2c(-c3cc4cccc(OC)c4o3)cc(=O)oc2cc1C	5	0.83	-3	-1.0	-4	-9	-6	17	0.95
O=C(NP(=O)(N1CCOCC1)N1CCOCC1)C1=C(N2CCOCC2)/C(=C\c2ccccc2)CC1	17	1	-1	0.6	-3	-1	-7	-4	0.83
COc1ccc(C2CC(=O)c3cnc(N4CCc5ccccc54)nc3C2)cc1OC (stereo not given)	-4	1	-1	x	-2	x	-1	-2	1
COc1ccc(C(=O)COC(=O)c2ccco2)cc1	4	0.91	-5	-1.2	-5	-1	-6	9	0.96
O=C(O)C1CCCN(S(=O)(=O)c2cccs2)C1 (stereo not given)	2	0.98	-3	-0.5	-3	-9	2	2	0.98
O=C(Nc1ccc(F)cc1)Nc1ccc2c(c1)CCC2	-58	0.92	2	23	-5	-7	-3	8	1.6
COc1cccc(C(=O)NOCc2ccc(C)cc2)c1OC	-13	1	2	0.3	-4	-5	-5	-2	1.1
Cc1ccccc1C(=O)N1CCN=C1SCc1ccc([N+](=O)[O-])cc1	9	0.92	-5	-1.9	0	-5	-3	8	0.91
Brc1ccc(-c2c[n+]3c(n2-c2ccccc2)SCC3)cc1	-10	0.9	-6	3.8	0	6	-4	10	1.1
More results follow.
SMILES	mIAP block	hIAP activ	beta cell repl	MPTP block	APOBEC3A inh	ATG4B inh	APOBEC3G inh	hIAP inh	mIAP activ
CC(=O)[C@@]1(O)[C@H](C)CC2C3CC=C4CC(OP(=O)(O)O)CC[C@]4(C)C3CC[C@@]21C (stereo not given in full)	-5	1	0	-0.4	-4	-3	-3	-4	1.1
COc1ccc(-c2cnnn2-c2ccc(NC(=O)c3ccc(S(=O)(=O)N4CCCCC4)cc3)cc2)cc1OC	-2	0.92	-2	1.4	4	-6	1	8	1
Cc1ccccc1OCC(=O)Nc1ccc(C)c(S(=O)(=O)N2CCCCCC2)c1	-36	0.86	-6	0.2	-3	10	-13	14	1.4
COc1ccc(CCC(=O)N(C)CC(=O)Nc2cc(C)ccc2C)cc1	-19	1.2	-2	0.4	-1	-4	0	-20	1.2
Cc1nnc2n(c1=O)N=C(c1ccc(Cl)cc1)CS2	9	0.78	0	-1.2	6	-4	1	22	0.91
COc1ccc(-c2noc(CCC(=O)N3CCN(c4cccc(F)c4)CC3)n2)cc1	-8	x	x	0.7	0	-1	3	x	1.1
O=C(NC(Cc1c[nH]c2ccccc12)C(=O)O)c1ccc2c(c1)OCO2 (stereo not given)	1	1	-2	0.9	-3	-7	-5	-3	0.99
C(=C\c1nc(N2CCCCCC2)c2ccccc2n1)/c1ccccc1	4	0.83	0	65*	-3	7	-4	17	0.96
COc1ccc(C2c3c(ncn(CCCO)c3=N)Oc3ccc4ccccc4c32)cc1 (stereo not given)	7	0.79	-4	-3.7	3	-21	0	22	0.93
Cc1c(C(=O)O)sc2c1c(=O)n(Cc1ccccc1)c(=O)n2C	-5	0.92	1	2.3	0	-4	2	8	1.1
CCOc1ccc(N2C(=O)CC(N3CCC(O)(c4ccc(Br)cc4)CC3)C2=O)cc1 (stereo not given)	-10	0.9	0	11	-8	-9	-7	10	1.1
Cc1cccc(NC(=O)c2cccc3c2C(=O)c2ccccc2-3)c1	3	1.1	2	3.8	4	5	-6	-6	0.97
CC(C(=O)Nc1nnc(C2CC2)s1)N1C(=O)C2CC=CCC2C1=O (stereo not given)	-10	1.1	1	-0.8	22	0	-3	-10	1.1
CCc1ccc(NC(=O)CSc2nc3ccccc3nc2N2CCCCC2)cc1	9	0.93	-4	38	22	-2	1	7	0.91
O=C(Nc1ccc(C(=O)O)cc1)/C(=C\c1cccc([N+](=O)[O-])c1)NC(=O)c1ccc(Br)o1	5	0.98	0	-0.9	-1	8	-6	2	0.95
O=C(NC1(C(F)(F)F)N=C2SCCN2C1=O)C1CCCCC1 (stereo not given)	-7	1.3	0	-3.6	-4	2	-3	-28	1.1
CCOc1ccc(NC2c3ccccc3C(=O)N2c2ccc(Cl)cn2)cc1 (stereo not given)	12	0.84	1	-1.2	-3	-2	-6	16	0.88
O=C(CCc1c[nH]c2ccccc12)NCCc1ccccc1	-5	1.1	0	0.6	-2	-4	-8	-9	1.1
C#CCn1c(=NC(=O)c2cccs2)sc2cccc(OCC)c21	1	0.89	9	0.9	-2	-9	-1	11	0.99
Cc1cc(-c2n[nH]c(=S)n2-c2ccc(F)cc2)nn1C	2	1.3	-1	0.6	3	8	63*	-29	0.98
CCOC(=O)c1c[nH]n2c(=O)cc(C)nc12	-2	1.1	0	0.8	-2	-8	-3	-13	1
CCC(=O)Nc1cnc(NC(=O)c2cccc(F)c2)cc1C	1	1	0	-3.7	0	-5	-1	-3	0.99
COc1ccc(CCN2C(=O)C3CC(C)=C(C)CC3C2=O)cc1OC (stereo not given)	5	1.1	4	0.4	-4	-7	-7	-6	0.95
COc1ccc(S(=O)(=O)NCC(c2cccnc2)N2CCN(c3ccccc3)CC2)cc1C (stereo not given)	-3	1.1	-2	-1.2	-17	-7	-4	-6	1
COc1ccc(N(C(=O)C(C)C)S(=O)(=O)c2cccc3cccnc23)cc1	10	1	-3	1.1	-2	2	-8	0	0.9
(cont.)
SMILES	mIAP block	hIAP activ	beta cell repl	MPTP block	APOBEC3A inh	ATG4B inh	APOBEC3G inh	hIAP inh	mIAP activ
Cc1cc(C)cc(NC(=O)CN2CCc3ccccc3C2)c1	-8	1.1	-2	-0.6	4	-5	3	-9	1.1
CC(C)c1nnc(NC(=O)CCC(=O)NCc2ccc3c(c2)OCO3)s1	-7	1.2	-2	-0.8	-3	-8	-2	-17	1.1
O=C(O)CCC(=O)N1CCN(c2ccccn2)CC1	1	0.87	0	-4.3	-7	1	-3	13	0.99
CC(C(=O)NC1CCCCC1)N(Cc1ccccc1)C(=O)c1snc(C(N)=O)c1N (stereo not given)	0	0.81	0	-0.9	-1	-9	-9	19	1
Cc1c(NC(=O)c2ccc(COc3ccc4ccccc4c3)o2)c(=O)n(-c2ccccc2)n1C	-9	1.2	-2	0.8	-1	-7	-3	-16	1.1
Cc1[nH]nc2c1C1(CCOC1C)C(C#N)=C(N)O2 (stereo not given)	-13	1.2	-4	-0.9	1	1	-1	-16	1.1
COc1ccc(NC(=O)CSc2nc3ccc(OC)cc3[nH]2)cc1	6	1.2	-2	2.3	-4	-11	-5	-15	0.94
Cc1ccc[n+](CC(=O)Nc2ccc(N(C)C)cc2)c1	-7	1.1	2	0.0	-8	-2	-4	-9	1.1
O=C1c2ccccc2S(=O)(=O)c2cc(C(=O)N3CCC(N4CCCC4)CC3)ccc21	11	0.86	-3	-1.5	-2	-3	-10	14	0.89
CCOc1cccc(-c2nn3c(-c4cc(C)[nH]n4)nnc3s2)c1	-5	1.4	0	1.0	1	-10	-2	-44	1.1
FC(F)(F)c1ccccc1CN1CCN(C2CCCCCC2)CC1	6	0.9	-3	-1.3	-4	-9	-6	10	0.94
COc1ccccc1NC(=O)Cn1nnc(-c2ccccc2NC(=O)c2ccco2)n1	-6	1.1	0	-1.2	-1	-3	-3	-8	1.1
O=C(CSc1nnc(COc2ccccc2)o1)N1CCCCC1	-7	0.94	0	0.3	1	-8	3	6	1.1
O=C(Cc1ccccc1)Nc1cc2c(cc1Cl)OCCCO2	7	0.93	3	-0.5	-8	8	-6	7	0.93
CNC(=O)c1sc(-c2ccccn2)nc1C	1	1.1	-3	1.1	7	-4	0	-5	0.99
COC(=O)Cn1c2ccc(F)cc2c2nc(C)sc21	-8	1	4	2.1	1	1	-2	-4	1.1
COc1ccc(CCNC(=O)c2ccc(-c3ccc([N+](=O)[O-])cc3Cl)o2)cc1OC	17	0.95	-1	14	-1	-39	-2	5	0.83

Laid out differently: 5 of the compounds above.
Each structure is followed by: mIAP block, hIAP activ, beta cell repl, MPTP block, APOBEC3A inh, ATG4B inh, APOBEC3G inh, hIAP inh, mIAP activ
> CCOc1cccc(-c2nn3c(-c4cc(C)[nH]n4)nnc3s2)c1
    -5, 1.4, 0, 1.0, 1, -10, -2, -44, 1.1
> FC(F)(F)c1ccccc1CN1CCN(C2CCCCCC2)CC1
    6, 0.9, -3, -1.3, -4, -9, -6, 10, 0.94
> COc1ccccc1NC(=O)Cn1nnc(-c2ccccc2NC(=O)c2ccco2)n1
    -6, 1.1, 0, -1.2, -1, -3, -3, -8, 1.1
> O=C(CSc1nnc(COc2ccccc2)o1)N1CCCCC1
    -7, 0.94, 0, 0.3, 1, -8, 3, 6, 1.1
> O=C(Cc1ccccc1)Nc1cc2c(cc1Cl)OCCCO2
    7, 0.93, 3, -0.5, -8, 8, -6, 7, 0.93

Screening data: PubChem, Sanford-Burnham Center for Chemical Genomics
